From PubChem
rTrxR1 inhibitor: qHTS Assay for Inhibitors of Mammalian Selenoprotein Thioredoxin Reductase 1 (TrxR1): qHTS | 1% of 390,000 active | Thioredoxin reductase 1, cytoplasmic (Rattus norvegicus), O89049 | recombinant rTrxR1, NADPH fluorescence consumption, selenite substrate | Potency, µM (highest dose often 114 µM), for the others: at the top dose activity change, negative = inhibition, usual class: inhibitors; note: % is set by controls: 0 for no effect and ±100 for the full control effect; nearly all actives have a fitted effect of over 65% in size
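Rat TrxR1 (90 nM in the dispensed reagent) was pre-reduced with 400 uM NADPH for 5 min at room temperature, then incubated with compound for 15 min. After 400 uM selenite was added, NADPH fluorescence (Ex 340/Em 450 nm) was followed for 8 min.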
Vif-APOBEC3G blk: qHTS for Inhibitors of Vif-A3G Interactions: qHTS; DNA dC->dU-editing enzyme APOBEC-3G (Homo sapiens), Q9HC16; HeLa A3G-eYFP + Vif (tagged APOBEC3G with the HIV-1 protein that degrades it), YFP fluorescence, overnight; Potency, µM (highest dose often 46.1 µM), for the others: at the top dose activity, negative = active, most hits filed as inhibitors; 0.076% of 410,000 active; AID 602310, 2012;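 note: % is set by controls: 0 for no effect and ±100 for the full control effect; nearly all actives have a fitted effect of over 60% in size; hits raise eYFP signal because A3G escapes Vif-driven loss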
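HeLa cells stably expressing Vif and C-terminally eYFP-tagged A3G, seeded overnight at 37 deg C, then exposed to compound by pintool overnight at 37 deg C. Rise in yellow fluorescence (Ex 488/Em 500-530, Acumen) marks blocked Vif-driven A3G degradation.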
IDH1 R132H inh: qHTS for Inhibitors of mutant isocitrate dehydrogenase 1 (IDH1): qHTS. Isocitrate dehydrogenase [NADP] cytoplasmic (Homo sapiens), O75874. IDH1-R132H enzyme, NADPH consumption, diaphorase/resazurin fluorescence. Potency, µM (series often up to 76.6 µM), for the others: top-dose activity change, negative = inhibition, hits mostly inhibitors. 0.093% of 390,000 active. AID 602179, 2012; note: % is set by controls: 0 for no effect and ±100 for the full control effect; nearly all actives have a fitted effect of over 65% in size
Target sequence (O75874 whole entry R132H, stated change not applied): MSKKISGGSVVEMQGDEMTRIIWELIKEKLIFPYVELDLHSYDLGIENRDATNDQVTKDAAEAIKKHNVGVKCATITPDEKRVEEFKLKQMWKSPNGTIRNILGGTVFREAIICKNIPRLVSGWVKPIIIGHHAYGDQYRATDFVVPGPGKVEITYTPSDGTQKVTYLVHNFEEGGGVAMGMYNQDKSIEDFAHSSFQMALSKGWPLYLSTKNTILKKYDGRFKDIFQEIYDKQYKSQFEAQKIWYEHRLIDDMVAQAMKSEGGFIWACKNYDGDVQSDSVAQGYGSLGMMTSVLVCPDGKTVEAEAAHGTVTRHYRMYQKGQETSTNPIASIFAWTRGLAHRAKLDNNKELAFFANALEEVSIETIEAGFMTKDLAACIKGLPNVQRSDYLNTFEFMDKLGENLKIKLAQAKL
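IDH1-R132H (0.5 ug/mL dispensed) in pH 7.5 Tris buffer was preincubated 30 min with compound, then given a substrate mix of 0.016 mM NADPH and 2 mM alpha-KG for 80 min at room temperature; remaining NADPH was read by diaphorase/resazurin fluorescence.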
RGS4 inh: Inhibitors of Regulator of G Protein Signaling (RGS) 4: qHTS. Potency, µM (series often up to 114 µM), for the others: at the highest dose activity change, negative = inhibition, actives largely listed as inhibitors. 0.039% of 390,000 active. Regulator of G-protein signaling 4 (Homo sapiens), P49798. Transcreener GDP fluorescence polarization, RGS4-accelerated GTP hydrolysis; note: % is set by controls: 0 for no effect and ±100 for the full control effect; nearly all actives have a fitted effect of over 75% in size; some results filed as inactive show a strong effect at the top dose
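MLSMR compounds (23 nl, pin-transferred) preincubated 10 min at room temperature with a 500nM (2x) first reagent, then RGS4 at 900nM (2x) plus Transcreener GDP mix added; fluorescence polarization (620/688 nm) read before and after 90 min at 30 °C.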
Vif-APOBEC3F blk: qHTS for Inhibitors of Vif-A3F Interactions: qHTS; HeLa A3F-eYFP + Vif (tagged APOBEC3F with the HIV-1 protein that degrades it), YFP fluorescence increase; Potency, µM (top dose mostly 46.1 µM), for the others: top-dose activity, negative = active; 0.2% of 390,000 active; note: % of control where 0% means no effect; nearly all actives have a fitted effect of over 65% in size
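HeLa cells stably expressing Vif plus C-terminally eYFP-tagged A3F were seeded, incubated overnight at 37 deg C, dosed with compound, incubated overnight again at 37 deg C. Yellow fluorescence (Ex 488/Em 500-530) reported blocked Vif-mediated A3F-eYFP degradation.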
RXFP1 agonist: qHTS Assay for Agonists of the Relaxin Receptor RXFP1 | Relaxin receptor 1 (Homo sapiens), Q9HBX9 | HEK293T-RXFP1 cAMP TR-FRET, 30 min; response scale: percent of porcine relaxin response, buffer zero | Potency, µM (highest dose often 57.5 µM), for the others: top-dose activation, most hits filed as activators | 0.3% of 370,000 active; note: % is set by controls: 0 for no effect and ±100 for the full control effect; nearly all actives have a fitted effect of over 60% in size; many of its hits are not listed in these tables
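HEK293 cells stably expressing RXFP1, treated 30 min at 37C with compounds plus PDE4 inhibitor Ro 20174; cAMP measured by HTRF TR-FRET. Normalized to buffer and 29 nM porcine relaxin; EC50 by Hill fit.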
USP1-UAF1 inh: Inhibitors of USP1/UAF1: Primary Screen; Potency, µM (series often up to 57.1 µM), inactives show at the highest dose activity change, negative = inhibition, most hits filed as inhibitors; Ubiquitin carboxyl-terminal hydrolase 1 (Homo sapiens), O94782; recombinant USP1/UAF1, Ub-Rhodamine cleavage fluorescence; AID 743255, 2014; 0.23% of 390,000 active; note: % is set by controls: 0 for no effect and ±100 for the full control effect; nearly all actives have a fitted effect of over 60% in size; inactives centre near -12
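USP1/UAF1 complex (1 nM) preincubated 15 min at room temperature with compound, then Ub-Rho substrate (150 nM final) added. Kinetic fluorescence at 480/540 nm over 6 reads at 60 s intervals; 50 mM HEPES pH 7.8, 0.5 mM EDTA, 0.1 mg/ml BSA, 1 mM TCEP, 0.01% Tween-20.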
ALOX12 inh: Primary qHTS assay for inhibitors of human arachidonate 12S-lipoxygenase (ALOX12): Round 2; purified 12hLO, xylenol orange hydroperoxide absorbance; Potency, µM (top dose mostly 108 µM), for inactives: at the top dose activity change, negative = inhibition, most hits filed as inhibitors; 1.1% of 580,000 active; note: % is set by controls: 0 for no effect and ±100 for the full control effect
Target sequence (P18054 whole entry, looked up): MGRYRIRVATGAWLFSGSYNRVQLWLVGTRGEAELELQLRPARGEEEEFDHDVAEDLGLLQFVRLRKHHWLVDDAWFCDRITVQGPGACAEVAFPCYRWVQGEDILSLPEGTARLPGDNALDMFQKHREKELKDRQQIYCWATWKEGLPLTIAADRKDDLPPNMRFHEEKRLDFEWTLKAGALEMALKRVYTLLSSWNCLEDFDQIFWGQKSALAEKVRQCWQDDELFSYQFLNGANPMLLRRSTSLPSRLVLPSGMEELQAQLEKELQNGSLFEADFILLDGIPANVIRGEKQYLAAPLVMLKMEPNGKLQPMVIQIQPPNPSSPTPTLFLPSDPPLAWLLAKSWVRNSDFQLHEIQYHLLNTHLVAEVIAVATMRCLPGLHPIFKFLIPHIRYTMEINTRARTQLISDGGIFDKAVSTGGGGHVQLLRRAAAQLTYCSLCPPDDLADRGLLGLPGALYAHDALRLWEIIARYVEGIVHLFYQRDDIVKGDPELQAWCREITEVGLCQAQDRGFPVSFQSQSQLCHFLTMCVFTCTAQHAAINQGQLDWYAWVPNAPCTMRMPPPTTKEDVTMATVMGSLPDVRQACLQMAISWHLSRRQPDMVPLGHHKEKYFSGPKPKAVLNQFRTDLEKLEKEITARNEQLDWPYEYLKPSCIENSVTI
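Purified human 12hLO (150 nM final) in 25 mM Hepes, 0.01% Triton X-100, pH 7.0 was preincubated 15 min at room temperature with compound. Then 40 uM arachidonic acid was added, 30 min. Hydroperoxide was read by Fe-XO absorbance ratio 573/405 nm.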
TrxR1 substrate: qHTS Assay for Substrates of Mammalian Selenoprotein Thioredoxin Reductase 1 (TrxR1): qHTS | Thioredoxin reductase 1, cytoplasmic (Rattus norvegicus), O89049 | purified TrxR1 substrate turnover, NADPH consumption readout | Potency, µM (titrated, usually from 114 µM), for the others: top-dose activity change, negative = substrate turnover | 0.01% of 390,000 active | AID 588456, 2011; note: % is set by controls: 0 for no effect and ±100 for the full control effect; nearly all actives have a fitted effect of over 50% in size
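Rat TrxR1, dispensed at 90 nM, was prereduced with 400 uM NADPH (final) for 5 min at ~22 deg C, then incubated with compound 15 min before 400 uM selenite. A first-read NADPH fluorescence drop versus no-compound background flagged substrates.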
* hit, by the source's call; i = inactive; ? = inconclusive; . = not tested or not shown; & = joins results of further samples; [ ] = remark or other dose. Calls come from the whole dose curve; as a rule, active = well fitted curve in the direction sought with a large enough effect; inconclusive = small, poorly fitted or top-dose-only effect, or another doubt; inactive = no such curve, though single readings can be large; an effect the other way counts as inactive or inconclusive. Potency is the fitted concentration of half-maximal effect.

SMILES | rTrxR1 inhibitor | Vif-APOBEC3G blk | IDH1 R132H inh | RGS4 inh | Vif-APOBEC3F blk | RXFP1 agonist | USP1-UAF1 inh | ALOX12 inh | TrxR1 substrate
CCOC(=O)c1ccccc1NC(=O)CN(c1ccccc1OC)S(C)(=O)=O | 15% | -2% | 2% | 18% | 0% | 1.0% | ? | -1% | 8%
NC(=O)NN=C1CCn2cccc21 | -15%[11.4 µM] | -1% | -5% | -19% | 2% | . | -1% | -19% | -2%[11.4 µM]
NC(=O)c1ccccc1NC(=O)CC12CC3CC(CC(C3)C1)C2 | 40%[activator] | 1% | 3% | -6% | 3% | 0.0% | -15% | 0% | 7%
COc1cccc(/C=C/C(=O)c2cccc([N+](=O)[O-])c2)c1 | 22%[57.1 µM] | 3% | 13% | -37% | 3% | -0.8% | -12% | 4% | 10%
NNC(=O)COc1ncn(-c2ccccc2)n1 | 2% | 2% | 4% | 7% | -4% | 1.4% | -10% | 55%[activator] | 1%
Cc1nn(CC(=O)NC(=O)c2ccccc2)c(C)c1[N+](=O)[O-] | 3% | -1% | -8% | 12% | -3% | -0.3% | 0% | 22% | -3%
CCN(CC(=O)Nc1ccccc1C(F)(F)F)C(=O)c1ccccc1Sc1ccccc1C#N | 18% | -3% | 4% | 4% | 4% | 5.4% | -23% | -11% | 1%
CC(C)(C)NC(=O)CSc1nncn1NCc1cccc2ccccc12 | -7% | -3% | 10% | 15% | 0% | -0.3% | 0% | 271%[activator] | -10%
O=C(CSc1nc2ccccc2c(=O)n1CCCN1CCOCC1)NC12CC3CC(CC(C3)C1)C2 | 16% | 0% | -1% | 9% | 14% | 0.3% | -20% | -25% | 3%
Cc1cc(C(=O)COC(=O)c2cnccn2)c(C)n1-c1ccc(Br)cc1 | 9%[57.1 µM] | -8% | -5% | 9% | -2% | . | -10% | ? | 8%[57.1 µM]
CC(C)(C)c1cc(C(F)(F)F)nc(SCCCNC(=O)c2ccco2)n1 | 2%[57.1 µM] | -1% | 11% | 6% | 8% | -0.5% | -24% | 2% | -6%[57.1 µM]
CCn1c(SCC(=O)c2ccc(O)c(O)c2)nnc1-c1ccccc1 | -2%[57.1 µM] | -7% | 7% | 5% | 1% | 0.2% | -23% | ? | 8%[57.1 µM]
COc1ccccc1N1CCN(c2ccc3cc(S(=O)(=O)N4CCCCC4)ccc3n2)CC1 | 94%[activator] | 2%&3% | 0%&12% | -7%&10% | -25%&4% | 1.9%&3.6% | -30%&-15% | 4%&-10% | 83%[activator]
Cc1onc(-c2ccccc2)c1C(=O)N1CCN(S(=O)(=O)c2ccc(OC(F)(F)F)cc2)CC1 | 0% | 1% | 8% | -4% | -3% | -1.5% | ? | -1% | -6%
COc1cc(/C=N/NC(=O)CN(CCc2ccccc2)S(=O)(=O)c2ccc(NC(C)=O)cc2)cc(OC)c1OC | -9% | -6% | 1% | -6% | 0% | -0.7% | -10% | 12% | -17%
CCOc1ccccc1NC(=O)c1c(NCc2sccc2C)sc2c1CCCCC2 | -23%[57.1 µM] | -4% | 0% | ? | ? | 1.4% | -26% | ? | 5%[57.1 µM]
Cc1csc(NC(=O)c2ccc(COc3ccccc3)o2)n1 | -2%[57.1 µM] | -10% | 5% | -12% | 7% | -0.4% | ? | -17% | -5%[57.1 µM]
Cc1ccc(C)c(CN2C(=O)c3ccccc3Sc3ccc(C(=O)NC4CCCC4)cc32)c1 | 11%[57.1 µM] | 3% | 0% | 2% | -2% | 2.1% | 8% | -30% | 5%[57.1 µM]
COC(=O)c1ccc(NC(=O)C(=O)NCC(c2cccnc2)N2CCN(c3ccccc3)CC2)cc1 (stereo not given) | -8%[57.1 µM] | 1% | -14% | 21% | 6% | 0.2% | -28% | ? | -9%[57.1 µM]
C=CCOc1ccc(/C=C2/C(=N)N3N=C(CC(=O)N4CCCC4)SC3=NC2=O)cc1OC | -20% | 2% | -4% | -13%[56.9 µM] | 3% | -0.1% | -6% | -9% | -15%
O=C(Nc1ccc(Cl)cn1)c1ccccc1[N+](=O)[O-] | 0%[57.1 µM] | ? | -5% | -34% | -2% | 3.2% | -4% | ? | -4%
Cn1c(SCC(=O)Nc2ccc(F)cc2)nnc1C1CC1 | 12% | -1% | 8% | -16% | 1% | 1.7% | -20% | -5% | 2%
O=C(N/N=C/c1ccccc1O)C(=O)N1CCCCCC1 | 6% | 2% | 3% | -8% | -7% | -0.1% | -24% | i | 0%
O=C(NCC(=O)N1CCN(c2ncccn2)CC1)c1ccccc1OC(F)F | 10%[57.1 µM] | 1% | 0% | -32% | 0% | . | -15% | -10% | 5%
CCc1nc(SCC(=O)Nc2ccc(NC(C)=O)cc2)n[nH]1 | 30% | -1% | -24% | -15% | 2% | 3.3% | -21% | -15% | 8%
O=C(Cc1ccc(Cl)cc1)Nc1ccc(S(=O)(=O)Nc2ncccn2)cc1 | 24% | 2% | -3% | 8% | 1% | 7.4% | -9% | ? | 1%
C1=CC2CC1CC2CN1CCN(c2ccccc2)CC1 (stereo not given) | 22% | -1% | 3% | 4% | 0% | 0.5% | -14% | ? | 9%[57.1 µM]
CC(C)(C)NC(=O)/C(=C/c1ccco1)c1ccccc1 | -29%[57.1 µM] | 0% | 4% | 6% | 3% | 1.8% | 0% | -105% | 5%[57.1 µM]
COC(=O)CCC(=O)OC1(C)C(=O)C2=CN(c3ccccc3)C(c3ccc(OC)cc3)=CC2=C(Br)C1=O (stereo not given) | ? | -6% | 8% | -48% | 1% | . | ? | 40µM* | -1%[57.1 µM]
S=C(NCc1ccco1)NCC(c1ccco1)N1CCCCC1 (stereo not given) | 15%[57.1 µM] | -1% | 3% | 9% | 1% | -2.0% | 2% | 4% | 1%[57.1 µM]
CCN(C(=O)COC(=O)c1ccc(Br)o1)C1CCCCC1 | 24% | -1% | 11% | -1% | 5% | 5.8% | -17% | 9% | 7%
COc1ccc2c(CC(=O)OCC(=O)Nc3ccc4c(c3)OCO4)coc2c1 | 0% | 1% | 3% | -85%[56.9 µM] | -2% | 2.9% | -26% | 31%[activator] | -9%
CCSc1nnc2n(-c3ccc(OC)cc3)c(=O)c3c4c(sc3n12)CCCC4 | 10%[0.457 µM] | 0% | 0% | -3% | 5% | 0.0% | -17% | ? | -23%[57.1 µM]
COc1cccc(CN(C)C(=O)c2cccc(S(=O)(=O)N3CCN(c4ccccc4)CC3)c2)c1 | . | 0% | -1% | . | 3% | . | -10% | -4% | .
CC1CCCCN1C(=O)c1cc2nc(-c3ccccc3)cc(-c3ccccc3)n2n1 (stereo not given) | 25% | -1% | 4% | -42% | . | 0.4% | -20% | -12% | 33%
CC1(C)CC(=O)C=C(Nc2ccccc2N)C1 | 2%[2.29 µM] | -1% | 2% | -42% | 2% | -0.3% | -4% | 92%[activator] | 1%[57.1 µM]

Record cards, as listed above:
CCN(C(=O)COC(=O)c1ccc(Br)o1)C1CCCCC1 is listed with rTrxR1 inhibitor = 24%; Vif-APOBEC3G blk = -1%; IDH1 R132H inh = 11%; RGS4 inh = -1%; Vif-APOBEC3F blk = 5%; RXFP1 agonist = 5.8%; USP1-UAF1 inh = -17%; ALOX12 inh = 9%; TrxR1 substrate = 7%
O=C(Cc1ccc(Cl)cc1)Nc1ccc(S(=O)(=O)Nc2ncccn2)cc1 is listed with rTrxR1 inhibitor = 24%; Vif-APOBEC3G blk = 2%; IDH1 R132H inh = -3%; RGS4 inh = 8%; Vif-APOBEC3F blk = 1%; RXFP1 agonist = 7.4%; USP1-UAF1 inh = -9%; ALOX12 inh = ?; TrxR1 substrate = 1%

Arranged by the number under USP1-UAF1 inh (smallest number first): some entries from above.
SMILES,USP1-UAF1 inh
COc1ccc2c(CC(=O)OCC(=O)Nc3ccc4c(c3)OCO4)coc2c1,-26%
CCc1nc(SCC(=O)Nc2ccc(NC(C)=O)cc2)n[nH]1,-21%
CC1CCCCN1C(=O)c1cc2nc(-c3ccccc3)cc(-c3ccccc3)n2n1 (stereo not given),-20%
CCSc1nnc2n(-c3ccc(OC)cc3)c(=O)c3c4c(sc3n12)CCCC4,-17%
O=C(Cc1ccc(Cl)cc1)Nc1ccc(S(=O)(=O)Nc2ncccn2)cc1,-9%

A portion of the library; the hit share may differ from the screen's.
